Assay outcomes from PubChem.
Sm TGR inh: blocks Schistosoma mansoni thioredoxin glutathione reductase | Q962Y6 | purified TGR, DTNB reduction, TNB absorbance 405 nm | hit rate 3% among 360,000 | AID 485364 | Potency, µM (doses to about 114 µM), for inactives: at the highest dose activity change, negative = inhibition, hits mostly inhibitors; note: potency is the fitted concentration of half-maximal effect; nearly all actives have a fitted effect of over 60% in size
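Kinetic colorimetric format: TGR-catalysed, NADPH-driven DTNB reduction monitored via TNB absorbance. Enzyme dispensed at 20 nM; compound exposure 15 min at room temperature before reaction start.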
AmpC detergent: inhibitors of E. coli AmpC beta-lactamase with detergent; AmpC hydrolysis of nitrocefin, absorbance 480 nm, 0.01% Triton; hit rate 0.041% among 370,000; Potency, µM (doses to about 114 µM), without a hit: at the top dose activity change, negative = inhibition, usual class: inhibitors; AID 485294; P00811;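 note: potency is the fitted concentration of half-maximal effect; 0% = no-compound wells and -100% = no-enzyme wells; nearly all actives have a fitted effect of over 25% in size; some results filed as inactive show a strong effect at the top dose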
Target sequence (P00811 whole entry, looked up): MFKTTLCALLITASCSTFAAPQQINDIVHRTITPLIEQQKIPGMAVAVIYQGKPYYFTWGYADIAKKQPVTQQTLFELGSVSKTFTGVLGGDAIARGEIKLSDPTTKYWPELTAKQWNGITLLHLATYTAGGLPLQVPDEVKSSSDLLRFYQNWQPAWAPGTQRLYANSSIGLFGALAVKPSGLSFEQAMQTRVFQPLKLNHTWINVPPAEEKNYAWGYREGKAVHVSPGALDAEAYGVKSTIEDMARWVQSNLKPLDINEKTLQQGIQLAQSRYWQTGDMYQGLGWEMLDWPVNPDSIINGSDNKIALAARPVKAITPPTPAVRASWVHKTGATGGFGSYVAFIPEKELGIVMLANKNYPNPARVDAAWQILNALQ
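20 mM phosphate pH 7.0 + 0.01% (detergent screen) or 0.0001% Triton X-100; 5.3 nM AmpC reagent; cpd preinc 15 min RT; nitrocefin (800 uM stock) to start; A480 q20 s × 4 min; Activity was normalised to no-enzyme and no-compound control wells.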
HCV inh: inhibitors of hepatitis C virus infection. hit rate 3.4% among 340,000. AID 651820. Huh7.5.1 HCVcc-Cre infection, luciferase reporter, 44 h. Potency, µM (highest dose often 41.8 µM), without a hit: at the top dose activity change, negative = inhibition, usual class: inhibitors; note: potency is the fitted concentration of half-maximal effect
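Cells seeded at 1,000/well and cultured 4 h, then compounds added followed by HCVcc-Cre virus (~0.5 moi). After 44 h further culture, luciferase substrate was added, plates held 15 min at room temperature, and luminescence read for 15 sec.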
FBPA Giardia inh: inhibitors of Giardia lamblia fructose-1,6-bisphosphate aldolase; A8B2U2; Potency, µM (series often up to 59.6 µM), inactives show top-dose activity, negative = inhibition, most hits filed as inhibitors; purified Giardia FBPA; hit rate 0.71% among 290,000; note: potency is the fitted concentration of half-maximal effect; nearly all actives have a fitted effect of over 55% in size
Target sequence (A8B2U2 whole entry, looked up): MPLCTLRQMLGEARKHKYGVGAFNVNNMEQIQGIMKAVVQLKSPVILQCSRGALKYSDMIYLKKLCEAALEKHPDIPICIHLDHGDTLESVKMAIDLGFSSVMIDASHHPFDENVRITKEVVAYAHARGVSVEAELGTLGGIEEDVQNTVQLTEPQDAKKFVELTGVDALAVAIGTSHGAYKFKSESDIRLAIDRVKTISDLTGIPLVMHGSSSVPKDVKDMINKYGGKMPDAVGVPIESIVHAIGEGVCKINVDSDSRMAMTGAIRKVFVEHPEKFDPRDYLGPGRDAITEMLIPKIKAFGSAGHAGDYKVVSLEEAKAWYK
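40 nM FBPA preincubated 10 min at RT with compound (up to 57.5 uM final), then substrate plus GAPDH/TPI/NAD/arsenate coupling and diaphorase/resazurin added. Fluorescence read after 20 min at RT, 525/598 nm.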
HCMV inh: inhibitors of human cytomegalovirus; activity change, negative = inhibition, % at 57.5 µM; AID 1259415; HFF cells, HCMV-luciferase reporter, 72 h; stronger effect = lower value; hit rate 4.5% among 410,000; in the data active = activity change below about -60%; inconclusive = no clear call, values can overlap the other calls; inactive = above about -39%
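After 16 h attachment at 37C, HFF cells received test compound and HCMV-luciferase (1 PFU/cell); reporter luminescence read 72 h later, data normalized against buffer-only and known inhibitor Salinomycin.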
AMA1 RON2 block: inhibitors of Plasmodium falciparum AMA1-RON2 interaction; AlphaScreen AMA1-biotinylated RON2 peptide binding; Potency, µM (top dose mostly 58.2 µM), for the others: top-dose activity change, negative = inhibition, hits mostly inhibitors; hit rate 0.2% among 360,000;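 note: potency is the fitted concentration of half-maximal effect; 0% = vehicle wells and -100% = peptide control; nearly all actives have a fitted effect of over 45% in size; some results filed as inactive show a strong effect at the top dose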
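AMA1 (3D7) with his tag at 25 nM final met compounds first, then biotinylated RON2 peptide at 25 nM; detection used donor plus acceptor beads, 10 µg/mL apiece, read by AlphaScreen after 30 min at room temperature.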
Starred values were filed as active, the others as inactive; ? = inconclusive; . = not tested or not shown; & = joins results of further samples; [ ] = another dose, or the depositor's remark. Unless noted, calls come from the whole dose curve; as a rule, active = well fitted curve in the direction sought with a large enough effect; inconclusive = small, poorly fitted or top-dose-only effect, or another doubt; inactive = no such curve, though single readings can be large; an effect the other way counts as inactive or inconclusive. Unless noted, % is set by controls: 0 for no effect and ±100 for the full control effect.

item	compound	Sm TGR inh	AmpC detergent	HCV inh	FBPA Giardia inh	HCMV inh	AMA1 RON2 block
1	C=CCN1C(=O)C(Cc2ccc(C)cc2)S/C1=N/N=C/c1ccco1 (stereo unspecified)	-14.6%	-4.0%	-12.1%	-7.1%	8.0	-7.8%
2	Cc1nnc(NC(=O)CSc2ccccc2N)s1	1.4%	5.9%	-6.9%	?	110.0	1.7%
3	Cc1ccc(CNC(=O)CSc2nc(C)cs2)cc1	3.0%	0.4%	4.9%	3.3%	47.3	0.4%
4	CC1=C(C(=O)OCc2ccc3c(c2)OCO3)C(c2ccc(O)c([N+](=O)[O-])c2)NC(=O)N1 (stereo unspecified)	-10.2%	-11.4%	-13.7%	3.2%	?	3.3%
5	Cc1cccc(OCC(=O)OCc2cc(=O)n3nc(C4CCCCC4)sc3n2)c1	2.0%	16.7%	.	.	23.3	.
6	O=C(NN1CCCCC1)c1cnn2c(C(F)F)cc(-c3ccccc3)nc12	5.5%	-6.3%	?	3.3%	-18.1	3.0%
7	CCC1=C(c2ccc(C)cc2)S(=O)(=O)N=C1N1CCC(C(=O)NCCCN2CCCCC2)CC1	-0.9%	-7.1%	5.8%	6.4%	-2.0	-9.4%
8	CCN(CC)c1ccc(CC2C(=O)N(C)C(=O)N(C)C2=O)cc1	14.1µM*	-8.0%	-0.4%	-22.1%	.	-21.0%
9	COC(=O)[C@H]1CN(C(=O)c2ccccc2)C(=O)N1	-6.6%	?	27.2%	13.3%	-13.6	-0.8%
10	COC(=O)c1ccc(Cn2nnc3sc4c(c3c2=O)CCCC4)cc1	4.2%	22.6%	.	.	69.5	.
11	CN(C)S(=O)(=O)N1CCC(Oc2ccc(C(=O)NC3CCCCC3)cc2)CC1	9.5%	4.2%	-9.1%	1.4%	-19.7	10.8%
12	CN(C)CCCNc1oc(-c2ccccc2Cl)nc1S(=O)(=O)c1ccc(F)cc1	1.1%	?	-18.6%	3.7%	?	-5.1%
13	CCn1cc(C(=O)Nc2ccccc2)c(=O)c2ccc(C)nc21	0.2%[57.1 µM]	-2.7%	.	-1.7%	.	.
14	O=C(COc1ccccc1[N+](=O)[O-])NCc1cccnc1	-9.4%	-11.3%	-0.5%	0.9%	26.0	5.0%
15	CS(=O)(=O)N(CC(=O)NCc1ccco1)c1ccc(OCc2ccccc2)cc1	.	-6.5%	-14.0%	-7.3%	-11.8	-8.6%
16	O=C(Nc1cc(F)ccc1F)N1CCC(CN2CCOCC2)CC1	-0.1%	2.0%	.	.	35.8	.
17	CN(C)c1cccc(C(=O)NC2CCCc3ccccc32)c1 (stereo unspecified)	-0.5%	-0.3%	-10.0%	-7.2%	-3.5	-8.3%
18	COc1ccc(-n2c(CN3CCN(c4ccccn4)CC3)nc3ccc([N+](=O)[O-])cc3c2=O)c(OC)c1	3.9%	-2.1%	?	-14.4%	55.7	-8.4%
19	Cc1cc(C)n(C(=O)CNc2cccc(Cl)c2C)n1	3.9%	-13.0%	7.9%	3.4%	-0.8	11.1%
20	C/C(=N\NC(=O)c1ccc(O)cc1)c1ccc(N2CCOCC2)cc1	6.5%	4.0%	11.4%	1.0%	-27.7	2.0%
21	Cc1ccc(-c2nc3ccccn3c2Nc2ccc3c(c2)OCO3)o1	-33.3%	?	.	.	-101.0*	.
22	CC(Sc1nnc(Nc2ccccc2)s1)C(=O)NC1CCCc2ccccc21 (stereo unspecified)	0.6%	0.5%	?	-0.4%	?	10.0%
23	COCCn1c(=NC(=O)CCS(=O)(=O)c2ccccc2)sc2cc(F)ccc21	39.8µM*	2.5%	?	.	32.1	-3.3%
24	O=C1NCC(COCc2ccco2)O1 (stereo unspecified)	44.7µM*	-12.6%	-6.8%	-1.8%	-28.1	-2.6%
25	CC(=O)Nc1sc(N/N=C\c2ccccc2F)nc1-c1cccs1	-9.4%	-1.2%	?	-5.4%	?	-15.2%
26	Cc1ccc(C)c(OCc2cc(C(=O)N3CCOCC3)no2)c1	-19.3%	2.7%	?	-0.9%	1.2	4.8%
27	CCOC(=O)c1c(C)[nH]c(C)c1S(=O)(=O)N1CCC(C(=O)Nc2ccc(C)c(Cl)c2)CC1	6.6%	4.0%	.	.	1.1	.
28	CCOc1ccc(NC(=O)CS(=O)(=O)c2cn(C)c3ccccc23)cc1	-1.5%	?	-1.4%	-8.9%	10.4	-9.5%
29	Cc1ccc(/C=C2/Sc3ccc(C(=O)N4CCN(c5ccccn5)CC4)cc3NC2=O)cc1	-6.7%	-2.7%	-15.8%	-6.4%	-26.2	14.3%
30	COc1ccccc1NC(=O)C(CCS(C)(=O)=O)N1C(=O)c2ccccc2C1=O (stereo unspecified)	5.6%	-0.2%	0.0%	1.7%	1.3	18.7%

Other compounds:
item	compound	Sm TGR inh	AmpC detergent	HCV inh	FBPA Giardia inh	HCMV inh	AMA1 RON2 block
31	N#Cc1nc(COc2ccc(Cl)cc2)oc1N1CCCCCC1	6.2%	3.9%	?	-6.7%	-10.1	-24.4%
32	CNC(=S)NC1CC2CCCC(C1)N2Cc1ccccc1OC (stereo unspecified)	?	6.4%	-2.1%	?	-29.6	-11.5%
33	Cc1nn(C)c2nc(-c3cccs3)cc(C(F)(F)F)c12	-6.1%	-1.8%	?	-5.2%	-23.5	6.1%
34	CCN(CC)CCCN1C(=O)C(O)=C(C(=O)c2sc(C)nc2C)C1c1ccco1 (stereo unspecified)	-1.4%	-2.4%	.	0.0%	8.4	14.5%
35	CCN(CCCNC(=O)CNC(=O)c1nn(-c2ccc(OC)cc2)c(=O)c2ccccc12)c1cccc(C)c1	-0.2%	?	?	-3.3%	18.3	-0.6%
36	COc1ccc(O)c(-c2cc(-c3cccc(Br)c3)n[nH]2)c1	1.7%[11.4 µM]	-9.2%	?	1.3%	11.7	0.0%
37	CCN(CC)S(=O)(=O)c1cc(C(=O)OCC(=O)c2ccc3c(c2)NC(=O)CO3)ccc1F	0.0%	-13.0%	-16.1%	0.1%	12.7	0.0%
38	Cc1ccc(NC(=O)Cc2nnc(N)s2)cc1	-12.8%	-6.4%	9.2%	5.6%	37.1	0.4%
39	COc1cc(/C=C2\SC(=S)N(NC(=O)c3cccnc3)C2=O)ccc1O	-15.9%	-3.5%	-7.0%	-16.5%	-35.5	-7.4%
40	COCCCNC(=O)Nc1ccc(F)cc1F	-0.9%	1.0%	11.6%	1.0%	-6.2	3.5%
41	CC(C)(C)C1CCC(=NNC(=O)c2cc3c(s2)CCCC3)CC1 (stereo unspecified)	-9.9%	-11.4%	46.0%[activator]	3.0%	11.8	43.1%[activator]
42	COc1ccccc1OCC(=O)NCCNC(=O)COc1ccccc1OC	-4.1%	?	-7.0%	6.6%	-15.8	1.6%
43	Cc1c(C(=O)NC2CCCc3ccccc32)oc2ccccc12 (stereo unspecified)	-12.3%	2.6%	?	3.8%	-30.3	3.0%
44	Cc1nc(CC(=O)c2c(C)cc(O)cc2O)cs1	-14.3%	-2.4%	-5.6%	-5.4%	-70.6*	-11.3%
45	CCOc1ccc2oc(=O)cc(CN3CCN(C(=O)c4ccc(F)cc4)CC3)c2c1	-23.7%	-0.4%	.	.	-25.5	.
46	Nc1nn(-c2ccccc2)nc1C(=O)OCc1ccccc1F	2.7%	4.5%	.	-0.4%	.	.
47	COc1ccc(S(=O)(=O)N2CCC(C(=O)Nc3ccccc3N3CCCCC3)CC2)cc1OC	-4.8%	?	?	2.1%	28.2	-8.6%
48	COc1ccc(NC(=O)CSc2nc3c(oc4ccccc43)c(=O)n2-c2ccc(C)c(C)c2)cc1	-1.4%	3.6%	.	.	-6.6	.
49	C=CCn1cnc2c(sc3nc(C)cc(C)c32)c1=O	7.9%	8.9%	-7.6%	-0.1%	-32.3	-3.1%
50	Cc1ccc(OCC(=O)Oc2cccc(C)c2C)cc1	-2.3%	-18.6%	20.4%	-1.0%	32.9	9.6%
51	CCC(C)[C@@H](NC(=O)OC(C)(C)C)c1nnc(S(=O)(=O)Cc2cccc(C)c2)o1 (stereo partly specified)	2µM*	17.8µM*	?	-10.7%	41.8	4.9%
52	Cc1cc(C)n(-c2ccc(NC(=O)C3CCCCN3C(=O)c3sccc3C)cc2)n1 (stereo unspecified)	2.3%	0.2%	?	.	16.6	-14.0%
53	COc1ccc2c(c1)CCc1cc(C(=O)O)sc1-2	2.0%	-0.6%	4.5%	3.9%	-25.2	-1.3%
54	O=C(NCC1CCCO1)c1ccccn1 (stereo unspecified)	-5.3%	-2.1%	6.5%	0.1%	-17.0	1.0%
55	CCc1ccc(CNC(=O)c2sc3nc[nH]c(=O)c3c2C)cc1	19.1%	-0.1%	.	.	-5.0	.
56	Cc1ccc(S(=O)(=O)N2CCC(C(=O)N3CCN(Cc4ccccc4)CC3)CC2)cc1	-4.3%	?	5.4%	7.6%	12.2	-8.5%
57	CCN(c1ccccc1)S(=O)(=O)c1ccc(OC)c(N=N/C(C(=O)Nc2ccccc2)=C(/C)O)c1	-2.5%	-10.8%	?	1.9%	-29.0	-7.2%
58	Cc1oc2c(c(C)cc3oc(=O)c(CC(=O)NCCCN4CCCC4=O)c(C)c32)c1C	-1.4%	-7.4%	?	-5.9%	-3.8	-1.5%
59	CC(=O)N1c2ccc(S(=O)(=O)NCC3CCC(C(=O)NC(C)(C)C)CC3)cc2CC1C (stereo unspecified)	2.0%	14.2%	.	.	6.9	.
60	O=C(CSc1nc2ccccc2c(=O)[nH]1)Nc1ccccc1O	8.1%	-2.3%	8.1%	.	10.9	0.0%
61	COc1ccc(NC(=O)Cn2c(=O)n(CC3CCCO3)c(=O)c3ccccc32)c(OC)c1 (stereo unspecified)	-2.4%&0.0%	2.9%&3.0%	-3.9%	4.2%	-24.5&-4.2	15.3%

Complete entries as entered above.
`O=C(NN1CCCCC1)c1cnn2c(C(F)F)cc(-c3ccccc3)nc12` is listed with Sm TGR inh: 5.5%; AmpC detergent: -6.3%; HCV inh: ?; FBPA Giardia inh: 3.3%; HCMV inh: -18.1; AMA1 RON2 block: 3.0%
`CC(=O)N1c2ccc(S(=O)(=O)NCC3CCC(C(=O)NC(C)(C)C)CC3)cc2CC1C` (stereo unspecified) is listed with Sm TGR inh: 2.0%; AmpC detergent: 14.2%; HCV inh: .; FBPA Giardia inh: .; HCMV inh: 6.9; AMA1 RON2 block: .
`CCC(C)[C@@H](NC(=O)OC(C)(C)C)c1nnc(S(=O)(=O)Cc2cccc(C)c2)o1` (stereo partly specified) is listed with Sm TGR inh: 2µM*; AmpC detergent: 17.8µM*; HCV inh: ?; FBPA Giardia inh: -10.7%; HCMV inh: 41.8; AMA1 RON2 block: 4.9%
